Screening results deposited in PubChem BioAssay by National Center for Advancing Translational Sciences (NCATS).
KinaseGlo FLuc – Counterscreen for Luciferase (Kinase-Glo TM) Inhibition | Kinase-Glo luciferase, ATP luminescence, 8 min | Potency, µM (top dose mostly 38.3 µM), for inactives: at the top dose activity change, negative = inhibition, hits mostly inhibitors | actives 0.28% (n = 200,000); further: on the % scale 0 is the no-effect control and ±100 the full control effect; nearly all actives have a fitted effect of over 60% in size
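Recombinant Kinase-Glo luciferase, 10 uM ATP (linear range), luciferin; imidazole pH 7.2 / KCl / MgCl2 / Tween / BSA buffer; 8 min RT; luminescence.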
L3MBTL1 inh – qHTS Assay for the Inhibitors of L3MBTL1. AlphaScreen L3MBTL1–H3K9me1 peptide binding. Potency, µM (doses to about 57.1 µM), inactives show at the top dose activity, negative = inhibition, hits mostly inhibitors. actives 0.66% (n = 230,000); further: on the % scale 0 is the no-effect control and ±100 the full control effect; nearly all actives have a fitted effect of over 60% in size
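L3MBTL1 (50 nM) pre-complexed 30 min with biotinylated H3(1-15)K9me1 peptide (75 nM), then compounds added for 30 min at room temperature; AlphaScreen streptavidin donor/nickel chelate acceptor beads (10 ug/mL final) read after 30 min dark incubation.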
ALDH1A1 block – qHTS Assay for Inhibitors of Aldehyde Dehydrogenase 1 (ALDH1A1) | Purified ALDH1A1, NADH fluorescence, propionaldehyde substrate | Potency, µM (doses to about 75.3 µM), for inactives: top-dose activity, negative = inhibition, usual class: inhibitors | actives 7.3% (n = 220,000) | AID 1030, 2008; active means well fitted inhibition curve with a large enough effect, not every such curve was filed as active; inconclusive means small, poorly fitted or top-dose-only effect, or another doubt; inactive means no such curve, though single readings can be large or run the other way;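 further: plate controls were no enzyme wells and a reference inhibitor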
JMJD2E inh – qHTS Assay for Inhibitors of Human Jumonji Domain Containing 2E (JMJD2E). Lysine-specific demethylase 4E (Homo sapiens), B2RXH2. JMJD2E catalytic domain, FDH-coupled NADH fluorescence (FDH is formaldehyde dehydrogenase). Potency, µM (doses to about 57.1 µM), for the others: at the highest dose activity change, negative = inhibition, most hits filed as inhibitors. actives 1.6% (n = 230,000); active means well fitted inhibition curve with a large enough effect, not every such curve was filed as active; inconclusive means small, poorly fitted or top-dose-only effect, or another doubt; inactive means no such curve, though single readings can be large or run the other way;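 further: 0% = wells with enzyme and -100% = buffer wells without enzyme; nearly all actives have a fitted effect of over 50% in size; many of its hits are not listed in these tables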
Target sequence (B2RXH2 1-337 limits assumed): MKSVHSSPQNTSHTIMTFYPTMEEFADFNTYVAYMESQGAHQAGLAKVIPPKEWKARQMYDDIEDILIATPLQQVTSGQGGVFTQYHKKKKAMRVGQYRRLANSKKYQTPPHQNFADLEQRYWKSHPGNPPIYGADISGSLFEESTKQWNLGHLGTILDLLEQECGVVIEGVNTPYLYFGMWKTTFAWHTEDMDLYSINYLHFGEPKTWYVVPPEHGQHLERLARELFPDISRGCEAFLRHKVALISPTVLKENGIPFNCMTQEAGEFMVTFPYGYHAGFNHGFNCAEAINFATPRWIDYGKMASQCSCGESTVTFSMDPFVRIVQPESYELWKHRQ
RECQ1 helicase – qHTS Assay for Inhibitors of RecQ-Like Dna Helicase 1 (RECQ1); ATP-dependent DNA helicase Q1 (Homo sapiens), P46063; Potency, µM (highest dose often 57.3 µM), inactives show at the highest dose activity, negative = inhibition, actives largely listed as inhibitors; RECQ1 DNA unwinding, red fluorescence kinetic read; actives 0.54% (n = 240,000);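 further: plate controls were vehicle for no effect and no enzyme for full effect; nearly all actives have a fitted effect of over 30% in size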
Target sequence (P46063 whole entry, looked up): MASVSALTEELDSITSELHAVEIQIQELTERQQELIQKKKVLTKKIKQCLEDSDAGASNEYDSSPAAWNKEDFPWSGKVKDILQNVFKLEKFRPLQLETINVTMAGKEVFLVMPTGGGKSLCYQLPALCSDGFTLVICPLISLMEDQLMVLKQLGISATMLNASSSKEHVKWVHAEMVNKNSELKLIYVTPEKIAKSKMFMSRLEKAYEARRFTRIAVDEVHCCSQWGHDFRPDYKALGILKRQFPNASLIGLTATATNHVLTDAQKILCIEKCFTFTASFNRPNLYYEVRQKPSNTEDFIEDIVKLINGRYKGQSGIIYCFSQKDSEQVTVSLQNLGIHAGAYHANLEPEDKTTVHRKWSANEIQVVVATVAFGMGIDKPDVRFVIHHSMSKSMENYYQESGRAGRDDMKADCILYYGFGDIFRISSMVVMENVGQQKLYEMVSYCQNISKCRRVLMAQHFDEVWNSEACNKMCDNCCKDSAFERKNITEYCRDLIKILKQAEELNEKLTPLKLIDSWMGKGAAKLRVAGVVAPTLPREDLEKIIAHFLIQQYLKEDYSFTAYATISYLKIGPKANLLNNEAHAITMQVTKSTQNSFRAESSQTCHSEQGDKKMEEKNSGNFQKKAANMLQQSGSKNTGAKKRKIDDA
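RECQ1T1 50 nM; forked duplex (20 bp + 30-nt ss tails) 200 nM, ATP 2 mM final; pH 8.0, 2 mM MgCl2, 2.5 ug/ml poly(dI-dC); 15 min compound preincubation; discontinuous kinetic read over 2 h at RT.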
Tau fibril ThT – qHTS for Inhibitors of Tau Fibril Formation, Thioflavin T Binding; Microtubule-associated protein tau (Homo sapiens), P10636; actives 2.1% (n = 270,000); recombinant tau K18 P301L (four-repeat tau fragment), heparin-induced fibrillization, ThT fluorescence; Potency, µM (titrated, usually from 57.4 µM), for inactives: at the top dose activity, negative = inhibition, most hits filed as inhibitors; further: on the % scale 0 is the no-effect control and ±100 the full control effect; nearly all actives have a fitted effect of over 55% in size
Target sequence (P10636 561-689 P618L limits assumed): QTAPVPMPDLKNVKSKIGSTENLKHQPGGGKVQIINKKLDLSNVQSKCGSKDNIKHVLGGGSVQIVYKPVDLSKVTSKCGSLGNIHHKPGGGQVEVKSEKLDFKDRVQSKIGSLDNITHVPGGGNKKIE
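In this qHTS, human K18 P301L tau is incubated with compound and heparin for 6 hr at 37 C, and Thioflavin T fluorescence then reports fibril load.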
SMN2 splice up – qHTS Assay for Enhancers of SMN2 Splice Variant Expression | HEK293 SMN2-luciferase splicing reporter, luminescence, 30-36 h | Potency, µM (highest dose often 46.1 µM), without a hit: top-dose activity change, positive = activation, most hits filed as activators | actives 2.8% (n = 210,000) | AID 1458, 2008; further: % of control where 0% means no effect; nearly all actives have a fitted effect of over 55% in size
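HEK293 cells carry an SMN2 minigene-luciferase reporter in which exon 7 inclusion puts luciferase in frame. Cells were seeded at 2000 cells/well, attached for 10-12 hours, then exposed to compounds for 30-36 hours at 37C before ONE-Glo luminescence.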
LMNA splice mod – qHTS Assay for Modulators of Lamin A Splicing | HeLa LMNA splicing GFP/RFP minigene ratio, 48 h | Potency, µM (doses to about 46.1 µM), for the others: top-dose ratio change, negative = inhibition, actives largely listed as inhibitors | actives 0.01% (n = 200,000); active means well fitted inhibition curve with a large enough effect in the signal ratio, with a control signal flat, not every such curve was filed as active; inconclusive means small, poorly fitted or top-dose-only effect, or effect the other way, or a change in a side signal; the % refers to the signal ratio; further: on the % scale 0 is the no-effect control and ±100 the full control effect
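S3 HeLa cells stably expressing lamin A-EGFP splicing minigene plus DsRed2, 600 cells/well, 48 h compound exposure at 37C. Laser-scanning cytometry; analysed as GFP (500-530 nm)/RFP (575-640 nm) total intensity ratio; 0.5% DMSO vehicle.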
An asterisk follows results filed as active; i = inactive; ? = inconclusive; nt = not tested or not shown; [ ] = dose if it differs, or a comment. Unless noted, the call rests on the fitted dose curve; in most records, active means well fitted curve in the direction sought with a large enough effect; inconclusive means small, poorly fitted or top-dose-only effect, or another doubt; inactive means no such curve, though single readings can be large; an effect the other way counts as inactive or inconclusive. Potency means the concentration at half of the fitted maximal effect. The list is partial (hit frequency here may not be typical).

The first four records as a preview:
Every second line gives: RECQ1 helicase | Tau fibril ThT | LMNA splice mod | KinaseGlo FLuc | JMJD2E inh | ALDH1A1 block | L3MBTL1 inh | SMN2 splice up
- CCNC(=O)C1CCN(S(=O)(=O)c2ccc(F)cc2)CC1
→ -15% | -7% | -4% | -3% | 1% | 0% | 4% | -1%
- CSCCC(NS(=O)(=O)c1ccc(Cl)cc1)C(=O)OCC(=O)N1CCOCC1 (configuration not stated)
→ -4% | 4% | 4% | -9% | -3% | -16% | -3% | 5%
- O=C(c1ccccc1S(=O)(=O)NCc1ccccc1)N1CCCCC1
→ -7% | -10% | 4% | 0% | 5% | -4% | nt | 1%
- COc1ccc(-c2nnc3sc(-c4ccco4)nn23)cc1OC
→ 1% | -12% | 5% | -1% | 2% | ? | nt | 20%

All compounds of this part, from the start:
Every second line gives: RECQ1 helicase | Tau fibril ThT | LMNA splice mod | KinaseGlo FLuc | JMJD2E inh | ALDH1A1 block | L3MBTL1 inh | SMN2 splice up
- CCNC(=O)C1CCN(S(=O)(=O)c2ccc(F)cc2)CC1
→ -15% | -7% | -4% | -3% | 1% | 0% | 4% | -1%
- CSCCC(NS(=O)(=O)c1ccc(Cl)cc1)C(=O)OCC(=O)N1CCOCC1 (configuration not stated)
→ -4% | 4% | 4% | -9% | -3% | -16% | -3% | 5%
- O=C(c1ccccc1S(=O)(=O)NCc1ccccc1)N1CCCCC1
→ -7% | -10% | 4% | 0% | 5% | -4% | nt | 1%
- COc1ccc(-c2nnc3sc(-c4ccco4)nn23)cc1OC
→ 1% | -12% | 5% | -1% | 2% | ? | nt | 20%
- Nc1c(C(=O)N/N=C/c2ccc(Cl)cc2)cnn1-c1ccccc1
→ 12% | 0% | nt | nt | -10% | nt | 3% | nt
- O=C(c1csc2ccccc12)N1CCN(c2ccc(Cl)c(Cl)c2)CC1
→ i | -20% | -7% | -2% | 1% | -4% | -2% | 8%
- COc1cc(CNCCCO)ccc1OCC(=O)NC(C)(C)C
→ i | -4% | nt | -7% | -7% | 7% | nt | 10%
- COc1ccc(CCNC(=O)COC(=O)COc2ccc(C#N)cc2)cc1
→ 2% | 1% | -2%[46 µM] | -1% | 6% | 6% | 11% | 0%
- CCN(CC)CCCN(C(C)=O)c1nc(-c2cc(OC)ccc2OC)cs1
→ -14% | -5% | 0% | 1% | -2% | 6% | -6% | -19%
- CCOC(=O)c1c(-c2ccccc2)oc2ccc(O)c(CN3CCN(C)CC3)c12
→ -3% | -11% | ? | -1% | 4% | ? | -11% | -61%[inhibitor]
- O=C(Cc1cccs1)Nc1nnc(SCC(=O)N2CCCCC2)s1
→ i | -5% | -6% | -4% | 4% | 16% | nt | 23%
- O=C(NCCOCc1ccccc1)C(c1ccccc1)c1ccccc1
→ 21% | -5% | -17%[46 µM] | 0% | -1% | -8% | 13% | 0%
- COc1ccc(C(=O)Nc2ccc3[nH]c(-c4cccc(OC)c4)cc(=O)c3c2)cc1
→ -12%[81.1 µM] | ? | ? | 3%[39.9 µM] | ? | -3% | 0% | 10%
- O=C(O[C@@H]1OC2COC(=O)c3cc(O)c(O)c(O)c3-c3c(cc(O)c(O)c3O)C(=O)O[C@@H]([C@H]1O)[C@@H]2O)c1cc(O)c(O)c(O)c1
→ -29% | 7.9µM* | ? | 0% | -2% | -10% | 0.1µM* | 3%
- O=C(CSc1ccc(-c2ccco2)nn1)N1CCCCCC1
→ -1% | -7% | ? | -1% | ? | ? | nt | ?
- O=C(CCCCCN1C(=O)c2ccccc2C1=O)Nc1ccc(S(=O)(=O)N2CCCCC2)cc1
→ -2% | -4% | 8% | -5% | -1% | -12% | -1% | -31%[inhibitor]
- Cc1cc(C(=O)N/N=C/c2cc(Br)ccc2OC(=O)c2ccccc2)n[nH]1
→ ? | -12% | ? | 1% | -10% | -7% | ? | -93%[inhibitor]
- CSc1nc2ccccc2cc1/C=C(\C#N)c1cccc(Cl)c1
→ 13µM* | -11% | ? | -3% | 2% | 10% | 12% | -12%
- CCCCN(C)C(=O)c1ccc(CS(=O)(=O)c2ccccc2C)o1
→ 1% | -5% | -15% | 2% | -1% | ? | -6% | -15%
- O=C(Nc1ccc2nsnc2c1)C1CC1
→ -2% | -8% | nt | -3% | 1% | 0% | ? | nt
- C/C(CCc1ccccc1)=N/NC(=O)C(=O)NC(C)c1ccccc1 (configuration not stated)
→ -5% | -6% | nt | 2% | 56%[activator] | 2% | nt | 11%
- CCc1c(C)nc2c(OC)cccc2c1SCCC(=O)O
→ -4% | 0% | -7% | 4% | -5% | 24% | 20% | 14%
- OC(COc1ccccc1)Cn1c2ccccc2c2ccccc21 (configuration not stated)
→ ? | -11% | ? | 4% | -14% | -6% | 6% | -6%[1.84 µM]
- CCN1C(=O)C2C(c3ccccc3F)NC(Cc3ccc(O)cc3)(C(=O)OC)C2C1=O (configuration not stated)
→ i | -11% | ? | 0% | 9% | -4% | -2% | -14%
- COc1cccc(NC(=O)Cn2nnc(C(=O)Nc3ccccc3)c2N)c1
→ -5% | -13% | 0% | -7% | 2% | -1% | -3% | -6%
- CCCCCCC1CC(C)(C(=O)CNc2nncs2)OC1=O (configuration not stated)
→ -16% | -4% | -9% | 3% | -10% | -4% | 4% | -4%
- O=C(CN1C2=NCCCN2c2ccccc21)c1ccc([N+](=O)[O-])cc1
→ i | -9% | ? | -1% | 0% | -3% | 10% | -6%
- CCCCOC(=O)C1Cc2ccccc2C(=O)O1 (configuration not stated)
→ -6% | -8% | -5% | -2% | 2% | 5% | nt | 1%
- CCOc1ccc(C2=Cc3cc(OC)c(OC)cc3C(=C(Cl)Cl)O2)cc1
→ -13% | 18µM* | ? | -2% | 8% | ? | nt | 7%
- CCSc1nnc(NC(NC(C)=O)(C(F)(F)F)C(F)(F)F)s1
→ 4% | -4% | -2% | -1% | 4% | -13% | 4% | -1%

The final 2 compounds of the section before are carried over, then new ones follow:
Every second line gives: RECQ1 helicase | Tau fibril ThT | LMNA splice mod | KinaseGlo FLuc | JMJD2E inh | ALDH1A1 block | L3MBTL1 inh | SMN2 splice up
- CCOc1ccc(C2=Cc3cc(OC)c(OC)cc3C(=C(Cl)Cl)O2)cc1
→ -13% | 18µM* | ? | -2% | 8% | ? | nt | 7%
- CCSc1nnc(NC(NC(C)=O)(C(F)(F)F)C(F)(F)F)s1
→ 4% | -4% | -2% | -1% | 4% | -13% | 4% | -1%
- CC(=C/C(=O)O)/C=C/c1ccc([N+](=O)[O-])cc1
→ 3% | 16% | -7% | nt | -3% | 5% | -6% | nt
- Cc1sc(NC(=O)c2ccco2)c(C(c2cccnc2)N2CCN(C)CC2)c1C (configuration not stated)
→ 0% | -7% | -2% | -5% | 2% | -5% | -2% | -3%
- O=C(Nc1cccc(Cl)c1)N(CCN1CCOCC1)Cc1ccccc1F
→ i | -3% | -6% | -3% | 3% | ? | nt | -9%
- COc1ccccc1NC(=O)CC(NC1CCCCC1)C(=O)O (configuration not stated)
→ -6% | -4% | -9% | 4% | -3% | 3% | 8% | 3%
- COc1ccc(NC(=O)CSc2nnc(-c3ccccc3C)n2N)cc1OC
→ i | 4% | 3% | nt | -1% | 2% | 4% | nt
- CCOC(=O)c1csc(-c2ccc(OC)c(OC)c2)n1
→ 3% | -16% | 10%[46 µM] | -1% | 1% | -8% | 12% | -5%
- CS(=O)(=O)N1CCN(c2ccc(NC(=O)c3ccc(-c4ccc(Cl)cc4)o3)cc2)CC1
→ i | ? | 7% | -1% | -20% | 14% | nt | -12%
- CCS(=O)(=O)C(C)(CCl)C(=O)Nc1ccc(C(=O)OC)cc1 (configuration not stated)
→ -10% | -5% | nt | nt | 15% | nt | -2% | nt
- O=C(NCc1cccs1)C1CCC(CNS(=O)(=O)c2cccs2)CC1 (configuration not stated)
→ -10% | -9% | 3% | -2% | 0% | 14µM* | nt | 10%
- COc1ccc(/C=C2\SC(=N)N(c3ccc(F)cc3)C2=O)cc1
→ -2% | -13% | 2%[46 µM] | 3% | 1% | -5% | -2% | -14%
- CC(C)(C)c1ccc(-n2nc(C#N)c(Cl)cc2=O)cc1
→ -23% | ? | nt | 0% | ? | 13µM* | nt | -54%[inhibitor]
- CCC(=O)Nc1ccc(NC(=O)/C=C/c2ccc(Cl)cc2)cc1
→ 7% | ? | -14% | nt | 0% | 4% | 0% | nt
- O=C(CCCn1c(=O)[nH]c2ccccc2c1=O)NC1CCCCCC1
→ -6% | -4% | -10% | 3% | 1% | ? | 3% | -2%
- O=C(Nc1nnc(C23CC4CC(CC(C4)C2)C3)s1)c1ccco1
→ 14% | -7% | 4% | -1% | 8% | 1% | nt | 16%
- COc1ccc(-c2ccc(C3C(C#N)=C(N)Oc4n[nH]c(C)c43)o2)cc1 (configuration not stated)
→ -10% | 4.5µM* | ? | 5% | -15% | -2% | -9% | -9%
- COc1cccc(C(=O)NCc2ccc(N3CCN(C(=O)OC(C)(C)C)CC3)cc2)c1
→ -2% | -1% | 8% | -2% | -4% | -1% | 5% | -28%
- O=C(CSc1nnc(CNc2ccc(F)cc2)n1CC1CCCO1)Nc1ccccc1 (configuration not stated)
→ 0% | -16% | -7% | -1% | 0% | ? | -2% | 8%
- N#Cc1ccc(-c2ccco2)nc1SCC(=O)c1ccc(Cl)cc1
→ ? | 5µM* | ? | 1% | ? | ? | -7% | 0%
- O=C1Cc2ccccc2Sc2cc(OCCCN3CCCCC3)ccc21
→ -7% | -5% | 11% | -3% | -28% | 2% | ? | -12%
- CN(C)CCN(Cc1ccccc1)c1nccc(N(C)C)c1C#N
→ i | -8% | -1% | -6% | ? | ? | nt | 9%
- CC(=O)N/C(=C/c1ccc(OS(=O)(=O)c2ccc(C)cc2)cc1)C(=O)NCCCO
→ 1% | -5% | 1%[46 µM] | nt | 1% | 2.2µM* | 10% | nt
